Source: PubChem BioAssay
CHT PAM: CHT positive allosteric modulators, primary screen, cell-based, membrane potential dye, choline EC20. High affinity choline transporter 1 (Homo sapiens), Q9GZV3. CHT-expressing cells; stronger effect = higher value; LV-AA mutant CHT in HEK293 cells. B-score at 10 µM. 310,000 tested, 0.49% active. AID 488977, 2010;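 active means initial fluorescence not abnormally high and integrated response B-score, plate-corrected, over 3 SD above library mean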
Target sequence (Q9GZV3 whole entry, looked up): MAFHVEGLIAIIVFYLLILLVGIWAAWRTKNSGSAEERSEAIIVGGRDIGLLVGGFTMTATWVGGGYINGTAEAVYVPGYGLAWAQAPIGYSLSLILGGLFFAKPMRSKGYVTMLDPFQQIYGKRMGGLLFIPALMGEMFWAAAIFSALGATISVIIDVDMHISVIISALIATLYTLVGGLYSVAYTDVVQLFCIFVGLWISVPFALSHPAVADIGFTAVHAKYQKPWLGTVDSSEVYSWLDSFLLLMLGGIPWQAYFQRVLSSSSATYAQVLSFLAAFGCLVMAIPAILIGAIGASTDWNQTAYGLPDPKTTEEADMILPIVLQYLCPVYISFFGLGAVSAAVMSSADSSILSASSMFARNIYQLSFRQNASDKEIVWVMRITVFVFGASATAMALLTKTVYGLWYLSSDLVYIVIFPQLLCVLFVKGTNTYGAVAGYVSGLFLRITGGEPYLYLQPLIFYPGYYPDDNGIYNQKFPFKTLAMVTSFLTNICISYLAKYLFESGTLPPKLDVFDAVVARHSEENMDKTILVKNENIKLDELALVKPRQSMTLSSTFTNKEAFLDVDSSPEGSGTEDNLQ
OX1R antag-1: antagonists of human orexin 1 receptor (OX1R). Orexin/Hypocretin receptor type 1 (Homo sapiens), O43613. OX1R-expressing cells, FRET antagonist read-out. inhibition, % at 6.6 µM. 330,000 tested, 1.8% active. AID 485270, 2010; in the data active means inhibition mostly above about 38%, no sharp cut-off; inactive means mostly below about 40%;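 further: 0% = agonist challenge alone and 100% = reference antagonist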
Target sequence (O43613 whole entry, looked up): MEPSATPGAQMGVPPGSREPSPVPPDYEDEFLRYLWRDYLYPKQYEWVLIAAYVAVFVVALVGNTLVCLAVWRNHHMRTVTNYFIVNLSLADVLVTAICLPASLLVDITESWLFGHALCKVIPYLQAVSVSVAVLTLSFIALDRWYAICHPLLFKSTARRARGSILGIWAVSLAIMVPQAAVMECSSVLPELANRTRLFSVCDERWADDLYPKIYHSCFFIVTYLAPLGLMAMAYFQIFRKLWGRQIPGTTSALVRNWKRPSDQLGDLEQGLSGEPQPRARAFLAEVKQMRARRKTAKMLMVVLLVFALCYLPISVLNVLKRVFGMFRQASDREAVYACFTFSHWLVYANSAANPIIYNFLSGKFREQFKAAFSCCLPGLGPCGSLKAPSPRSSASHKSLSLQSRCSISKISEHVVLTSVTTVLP
OX1R antag-2: OX1R (HCRTR1) antagonists, primary screen, fluorescence, CHO/OX1R cells, Fluo-8 calcium, orexin A. Orexin/Hypocretin receptor type 1 (Homo sapiens), O43613. Fluo-8 calcium fluorescence. AID 434989, 2010. inhibition, % at 5 µM. 330,000 tested, 0.43% active;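 active means inhibition above its plate's threshold, mean inhibition of all tested compounds on the plate plus 3 SD, cut at about 37% in these data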;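 further: 0% = orexin A challenge wells and 100% = SB-334867-A antagonist wells; not every result past the cut was called active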
Starred values were filed as active, the others as inactive; i = inactive; / = no result given.

SMILES | CHT PAM | OX1R antag-1 | OX1R antag-2
CC(=O)Nc1ccc(S(=O)(=O)N2CCN(c3cc(C(F)(F)F)ccn3)CC2)cc1 | i | 7 | 2
C/C=C/c1ccc(OCC(=O)N2CCc3cc(OC)c(OC)cc3C2)c(OC)c1 | i | 17 | -40
O=C(CSc1ncnc2sccc12)NCc1ccc2c(c1)OCO2 | / | 5 | -26
CC1(C)CC(=O)c2c(oc3ccc(NS(=O)(=O)c4ccc(C(=O)O)cc4)cc23)C1 | i | 1 | 1
O=C(O)c1cccc(N2C(=O)C3CC=CCC3C2=O)c1 (centres undefined) | i | 2 | 9
COc1ccc(OCCCC(=O)NCCc2ccc(OC)c(OC)c2)cc1 | i | 20 | 1
CCOc1c2ccc(C(=O)NCc3ccccc3OC)cc2nn1CC | i | 6 | -10
N=C1SC(CC(=O)Nc2ccccc2[N+](=O)[O-])C(=O)N1c1ccccc1 (centres undefined) | i | 9 | -7
Oc1ccccc1-c1nc(N2CCCC2)c2ccccc2n1 | i | 15 | -2
CCCS(=O)(=O)N1CCC(C(=O)NCCN2CCCC2)CC1 | i | 7 | -17
CCCN(CC(=O)Nc1ccccc1C)C(=O)Cc1coc2cc(C)ccc12 | i | 14 | -17
Cc1ccc(Cl)cc1N1CCN(C(=O)C(=O)N2CCCCC2)CC1 | i | 1 | -24
CCOc1ccc(CNC(=S)N/N=C\c2ccc([N+](=O)[O-])cc2)cc1 | i | 7 | -22
CCCCCCSc1ccc([C@@H]2[C@H]3C(=O)N(CC)C(=O)[C@H]3[C@]3(C(=O)OC)CCCN23)cc1 | i | 9 | -37
CCC(CC)c1nnc(NC(=O)CC(C)c2ccccc2)s1 (centres undefined) | i | 31 | -33
Cc1ccsc1C(=O)N1CCN(C(=O)c2ccco2)CC1 | / | 2 | 2
O=C(Nc1nc2nccc(-c3ccccc3)n2n1)C(Cl)(Cl)Cl | i | 8 | -12
Cc1cc(=O)oc2cc(OCC(=O)Nc3ccc(CN4CCOCC4)cc3)c(Cl)cc12 | i | 10 | 5
O=C(CCC(=O)c1cccs1)OCc1nnc(-c2ccccc2)o1 | i | 9 | -1
Cc1ccc(CNS(=O)(=O)c2cccc3nsnc23)cc1 | i | 32 | -15
CC(C)c1ccc(N(CC(=O)Nc2ccc(S(=O)(=O)N3CCOCC3)cc2)S(C)(=O)=O)cc1 | i | 3 | -1
COc1ccc(-c2oc3ncnc(NCCCN(C)C)c3c2-c2ccc(OC)cc2)cc1 | i | 2 | -29
O=c1ccc(Cl)n[nH]1 | i | 14 | 6
C=CCNC(=S)N1CCC(C(=O)c2ccc(F)cc2)CC1 | i | 2 | -6
C=CCn1c(SCC(=O)NCC(c2ccccc2)N(C)C)nnc1C1CCCCC1 (centres undefined) | / | 7 | -27
Cc1ccc(NC(=O)C2(NC(=O)c3cccc(N4C(=O)CSC4c4ccccc4)c3)CCCCC2)cc1 (centres undefined) | i | 4 | -27
COc1ccccc1NS(=O)(=O)c1ccc(-c2cc(C)no2)s1 | i | 21 | 0
CC(=O)Nc1ccc(NC(=O)C2CCCCC2C(=O)O)cc1 (centres undefined) | i | 0 | 5
COCC1CCCCN1C(=O)c1cc(COc2ccc3ncccc3c2)on1 (centres undefined) | i | 33 | 55*
COc1cc(-c2nnn(CC#N)n2)ccc1OCc1ccccc1 | i | 15 | -6
Cc1ccc(C(=O)N/N=C2/NC(=O)CC(C(=O)Nc3ccccc3)S2)cc1 (centres undefined) | i | 3 | 2
COc1ccc(/C=C/C(=O)OCC(=O)Nc2cc(S(=O)(=O)N(C)C)ccc2Cl)cc1 | i | 17 | -26
CC(C)(C)OC(=O)N1CCC(NC(=O)c2nc[nH]c2C(=O)NC2CCN(C(=O)OC(C)(C)C)CC2)CC1 | / | 9 | -19
Cc1ccc2nc(NS(=O)(=O)c3cn(C)nc3C)sc2c1 | i | 3 | -8
Cc1cccc(OCC(=O)Nc2cc(NC(=O)COc3cccc(C)c3)cc(C(=O)O)c2)c1 | i | 9 | -10
Cc1ccc(NC(=O)CN(C)CC(=O)N(C)Cc2ccccc2)cc1 | / | 4 | -15
O=C(Nc1cccc(-c2csc(Nc3ccc(Cl)cc3)n2)c1)c1cccc(C(F)(F)F)c1 | i | 10 | -25
COc1cccc(C2Nc3cccc4cccc(c34)N2)c1 | i | 21 | -1
CCn1c(CSc2nnc(C)n2-c2ccccc2)nc2cc(S(=O)(=O)N(C)C)ccc21 | i | 7 | -10
CCN(CC)S(=O)(=O)c1cc(C(=O)N2CCc3ccccc32)ccc1Cl | i | 19 | -18

6 structures from above, ordered by SMILES length, largest number first:
SMILES | CHT PAM | OX1R antag-1 | OX1R antag-2
Cc1ccc(NC(=O)C2(NC(=O)c3cccc(N4C(=O)CSC4c4ccccc4)c3)CCCCC2)cc1 (centres undefined) | i | 4 | -27
Cc1cccc(OCC(=O)Nc2cc(NC(=O)COc3cccc(C)c3)cc(C(=O)O)c2)c1 | i | 9 | -10
CCn1c(CSc2nnc(C)n2-c2ccccc2)nc2cc(S(=O)(=O)N(C)C)ccc21 | i | 7 | -10
C=CCn1c(SCC(=O)NCC(c2ccccc2)N(C)C)nnc1C1CCCCC1 (centres undefined) | / | 7 | -27
Cc1ccc(NC(=O)CN(C)CC(=O)N(C)Cc2ccccc2)cc1 | / | 4 | -15
Cc1ccc2nc(NS(=O)(=O)c3cn(C)nc3C)sc2c1 | i | 3 | -8

Continuation:
SMILES | CHT PAM | OX1R antag-1 | OX1R antag-2
COc1ccccc1NC(=S)N(Cc1ccccc1)Cc1cccs1 | i | 2 | -10
COc1ccc(/C=C/C(=O)OCC(=O)Nc2cc(C(F)(F)F)ccc2Cl)cc1 | i | 6 | -6
NC(=O)[C@@H]1CCCCNc2c(F)cc([N+](=O)[O-])cc2C(=O)N[C@@H](CC(=O)O)C(=O)N[C@@H](CCC(=O)O)C(=O)N1 | i | 110* | -14
Cc1ccc(N(C(C)C(=O)Nc2ccc(S(=O)(=O)N3CCOCC3)cc2)S(C)(=O)=O)cc1C (centres undefined) | i | 2 | -9
O=c1[nH]c(SCc2cccc([N+](=O)[O-])c2)nc2[nH]ncc12 | i | 20 | -8
O=c1ncn(-c2ccccc2C(F)(F)F)c2ncccc12 | i | 3 | -15
O=C(O)c1ccc(-c2nnn(Cc3ccccc3F)n2)cc1 | i | 19 | -8
COCCn1c(SCC(=O)NC2CCCC2)nnc1-c1ccncc1 | i | -7 | -7
CC(C)CC(C(=O)O)N1C(=O)C2C3c4ccccc4C(c4ccccc43)[C@@H]2C1=O (some centres undefined) | i | 9 | -9
CCOc1cc(/C=C2/SC(=Nc3ccccc3)N(Cc3cccnc3)C2=O)ccc1OCC#N | i | 31 | -32
COc1cccc(OC)c1CN1CCCC(C(=O)c2ccccc2SC)C1 (centres undefined) | i | 7 | 4
CON(C)C(=O)/C=C/CCCCNC(=O)OC(C)(C)C | / | 8 | -2
COc1ccccc1Oc1c(C)oc2c(CN(C)C)c(O)ccc2c1=O | i | 2 | -3
NC(=O)CC(NC(=O)c1ccccc1)c1ccc(N2CCN(c3ccc(F)cc3)CC2)c([N+](=O)[O-])c1 (centres undefined) | i | 19 | 18
O=C(Oc1ccccc1)c1ccc2nccnc2c1 | i | 3 | -8
O=C1NC(=O)/C(=C\c2ccc(O)cc2O)S1 | i | 13 | -2
COc1ccc(Cl)cc1NC(=O)CCCC(=O)c1ccccc1 | i | 23 | -35
COc1cc(C(=O)NCc2nnc(SCC(=O)NC3CCCC3)o2)cc(OC)c1OC | i | 6 | -2
COc1ccc(/C=C/c2cc(=O)c3cc(Cl)ccc3o2)cc1 | i | 21 | -36
Cc1ccc2c(c1)C(=O)C(=O)N2Cc1ccc(C(F)(F)F)cc1 | / | -6 | 0
O=C1/C(=C/N(C(=O)c2ccco2)c2ccc(Br)cc2)Sc2ccccc21 | i | 28 | 5
Cc1cc(C(=O)CCl)c(C)n1CCc1ccc(F)cc1 | i | 28 | -11
COc1ccc(NC(=O)c2oc3ccccc3c2NC(=O)C(C)(C)C)cc1 | i | 20 | -41
COc1ccc(C(=O)N/N=C/c2ccc(OC)c(COc3ccc(F)cc3F)c2)cc1 | i | 26 | -21
COc1ccnc(N=CNOCc2ccc(Cl)cc2)c1C#N | i | 25 | -2
CC(COC(=O)c1ccccc1)(COC(=O)c1ccccc1)/[N+]([O-])=C/c1ccccc1 | i | 11 | -22
CCc1ccc(/C=C/C(=O)c2c(C)cc(C)[nH]c2=O)cc1 | i | 19 | -40
Cc1ccccc1-n1nc(C(=O)O)cc1-c1ccccc1 | i | 5 | -11
Cc1cc(OCC(C)C)ccc1/C(O)=C1/C(=O)C(=O)N(Cc2cccnc2)C1c1ccncc1 (centres undefined) | i | 3 | -25
CC(C)Sc1nnc2n(CCc3ccccc3)c(=O)c3c4c(sc3n12)COC(C)(C)C4 | i | 9 | -24
CC1(C)Cc2sc3c(=O)[nH]c(=S)[nH]c3c2CO1 | i | 16 | 3
COC(=O)CSC1=NS(=O)(=O)c2ccccc21 | i | 12 | -7
Cc1cc2c(cc1S(=O)(=O)NCCc1ccccc1)NC(=O)CO2 | i | 33 | -16
COc1ccc(S(=O)(=O)N2CCOCC2)cc1NC(=O)CCc1c[nH]c2ccccc12 | i | 16 | -16
CC1=CC=CN2C1=NC(=O)CC2(C)C(=O)N(CC(=O)NC1CCCC1)c1ccccc1C (centres undefined) | i | 5 | -13
Cc1ccc2c(c1)N(CCCC(=O)NCCC1=CCCCC1)C(=O)CO2 | i | 14 | -19
CC(C)(C)N(NC(=O)Nc1ccccc1)C(=O)c1ccccc1 | i | -3 | 4
Cc1ccc(-c2cc(C(=O)NCCN3CCOCC3)c3ccccc3n2)o1 | i | 13 | -18
O=C(CN1CCN(c2cccc(Cl)c2)CC1)NCc1ccccc1 | i | 5 | -29
Cc1csc(SCC(=O)Nc2nnc(C)s2)n1 | i | 20 | -23

Continued; the last two above are carried over.
SMILES | CHT PAM | OX1R antag-1 | OX1R antag-2
O=C(CN1CCN(c2cccc(Cl)c2)CC1)NCc1ccccc1 | i | 5 | -29
Cc1csc(SCC(=O)Nc2nnc(C)s2)n1 | i | 20 | -23
CC(c1ccon1)N(C)Cc1cn(C)nc1-c1ccc2c(c1)OCCO2 (centres undefined) | i | 7 | -13
Cc1cc2[nH]c(=O)c(=O)[nH]c2cc1S(=O)(=O)N1CCN(c2cccc(Cl)c2)CC1 | i | 11 | -7
CCOc1ccc(NC(=S)N(CCc2c(C)[nH]c3ccc(C)cc23)Cc2ccncc2)cc1 | i | 5 | -23
Nc1ccc2nc(C3CCCCC3)[nH]c2c1 | i | 26 | -19
Cc1c2c(n3c(nc4ccccc43)c1C#N)N(CCN(C)C)CC2 | 7.1* | 38 | -20
COCc1ccc(C(=O)Nc2ccc(C(=O)O)cc2)o1 | i | 15 | -3
Cc1ccc(CNC(=O)CSc2nc3ccsc3c(=O)n2Cc2ccccn2)cc1 | i | 15 | -19
CCC(=O)N1CCc2cc(S(=O)(=O)NCCN3CCC(C)CC3)ccc21 | i | 22 | -25
CCCn1c(SCC(=O)NCc2cccs2)nc2c1c(=O)n(C)c(=O)n2C | i | 10 | -27
CC1=CC(=NOC(=O)c2cccc([N+](=O)[O-])c2)C=C(C)C1=O | i | 118* | -1
O=C(COC(=O)Cc1c(F)cccc1Cl)Nc1ccc2[nH]c(=O)[nH]c2c1 | / | 8 | 14
COCC(=O)Nc1ccc(-c2cn3cccnc3n2)cc1 | i | 29 | 8
COC(=O)[C@H](C)NC(=O)Nc1cccc(Br)c1 | i | 0 | 0
S=c1[nH]nc(-c2ccccn2)n1/N=C/c1cccc2ccccc12 | i | 10 | -14
COC(=O)c1sc2ncccc2c1OCc1ccc(Cl)cc1 | i | 12 | -38
CCc1ccc(N2CC(C(=O)N/N=C/c3cccc([N+](=O)[O-])c3)CC2=O)cc1 (centres undefined) | i | 17 | -15
CCS(=O)(=O)NC(C)C(c1cccs1)N1CCN(C)CC1 (centres undefined) | i | 3 | -3
Cc1cc(C)cc(NC(=O)Nc2cnccn2)c1 | i | 14 | -20
Cc1sc2nc(C3CC3)nc(SCC(=O)NCc3ccco3)c2c1C | i | 34 | -31
Cc1nnsc1-c1onc(C)c1C(=O)Nc1cc(Cl)cc(Cl)c1 | i | 13 | 9

The closing 4 entries of the section before lead into the next.
SMILES | CHT PAM | OX1R antag-1 | OX1R antag-2
CCS(=O)(=O)NC(C)C(c1cccs1)N1CCN(C)CC1 (centres undefined) | i | 3 | -3
Cc1cc(C)cc(NC(=O)Nc2cnccn2)c1 | i | 14 | -20
Cc1sc2nc(C3CC3)nc(SCC(=O)NCc3ccco3)c2c1C | i | 34 | -31
Cc1nnsc1-c1onc(C)c1C(=O)Nc1cc(Cl)cc(Cl)c1 | i | 13 | 9
C=CCNC(=S)NNC(=O)CCC(O)CCCCC (centres undefined) | i | 9 | -21
C=CCn1c(SCc2ccc(C#N)cc2)nnc1-c1ccc(C)cc1 | i | 24 | -39
CCOC(=O)C1CCCN(C(=O)c2cnn3c(C(F)(F)F)cc(-c4ccccc4)nc23)C1 (centres undefined) | i | 9 | -19
O=C(CCSc1ccc(Cl)cc1)c1ccco1 | i | -4 | -6
COC(=O)c1ccc(-c2nc3ccc(C)cc3o2)cc1 | i | 17 | -26
O=C(NCC1CCCCC1)c1ccco1 | i | 2 | -10
Cn1c(C(=O)N2CCN(c3ccccc3)CC2)cc2cc(Cl)ccc21 | i | 15 | -2
COc1ccc(-n2c(=S)[nH]c3cc(C(=O)NC4CCCCC4)ccc3c2=O)c(OC)c1 | i | 5 | -16
